MmCpn inh: inhibitors of Methanococcus maripaludis chaperonin (MmCpn) | purified Mm-Cpn ATPase, ADP Transcreener TR-FRET | Potency, µM (titrated, usually from 76.9 µM), for the others: at the top dose activity, negative = inhibition, actives largely listed as inhibitors | 330,000 tested, 0.031% active; also: potency is read from the fitted curve at half-maximal effect; % is scaled to controls: 0 for no effect and ±100 for the full control effect; nearly all actives have a fitted effect of over 80% in size
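Purified archaeal Mm-CPN (25nM final) preincubated 10 min at 37degC with compound, then 10uM ATP for 30 min at 37degC; ADP measured by HTRF Transcreener TR-FRET; buffer 30 mM TRIS pH 7.4, 100mM KCl, 5mM MgCl2, 1mM DTT.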
Nrf2 block: Nrf2 pathway inhibition; A549 ARE-Fluc reporter, luciferase luminescence, 18-24 h; 360,000 tested, 2.1% active; Potency, µM (series often up to 46 µM), for inactives: at the highest dose activity change, negative = inhibition, hits mostly inhibitors; AID 504444; also: potency is read from the fitted curve at half-maximal effect; % is scaled to controls: 0 for no effect and ±100 for the full control effect; nearly all actives have a fitted effect of over 60% in size
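Two sequential reads on A549 ARE_Fluc cells exposed to compound for 18-24 h: a CellTiter-Fluor fluorescence read for viability, then a luciferase luminescence read for Nrf2/ARE activity.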
ATXN viability: reduces viability in counter-screen for ATXN expression inhibitors; 400,000 tested, 0.49% active; S2 cells (HEK-293 line with an ATXN2-luciferase reporter) viability, CellTiter-Fluor protease fluorescence, 24 h; Potency, µM (titrated, usually from 56.7 µM), actives largely listed as cytotoxic; AID 651635; also: potency is read from the fitted curve at half-maximal effect; nearly all actives have a fitted effect of over 40% in size
TGFb SMAD3 inh: blocks TGF-b signaling; HepG2 CAGA-GFP TGF-b/SMAD3 reporter, GFP fluorescence, 18 h; TGF-beta stimulated, 500 pg/mL final; Potency, µM (titrated, usually from 46.1 µM), for the others: at the highest dose activity, negative = inhibition, most hits filed as inhibitors; 410,000 tested, 1.2% active; AID 588855; also: potency is read from the fitted curve at half-maximal effect; % is scaled to controls: 0 for no effect and ±100 for the full control effect; nearly all actives have a fitted effect of over 65% in size
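HEPG2 CAGA-GFP reporter cells (1000/well, DMEM with 1% FBS) received compounds, then recombinant TGF-beta at 500 pg/mL final for 18 hours at 37 degrees C. Per-cell GFP summed per well was normalised to unstimulated and stimulated DMSO controls before curve fitting.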
pAkt inh: blocks phosphorylation of Akt; activity change, % for hits at 50 µM; 360,000 tested, 0.32% active; Neuro2A IGF-stimulated pAkt S473 HTRF, 20 min; active compounds read low; AID 651550; in the data active = activity change below about -80%; inconclusive = mostly about -51% to -80%; also: % is scaled to controls: 0 for no effect and ±100 for the full control effect
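Neuro2A cells (4,500/well, DMEM with 0.5% FBS) were treated with compound at a single 50 µM final concentration, stimulated with 6 nM IGF for 20 min at 37 °C, and lysed. Phospho-Akt Ser473 was read by HTRF as 665/615 ratio ×10^4.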
Nrf2 activator: activates Nrf2 signaling; 410,000 tested, 0.31% active; AID 624171; AREc32 ARE-luciferase reporter (MCF7-derived line), luminescence, 24 h; Potency, µM (highest dose often 46.1 µM), inactives show at the top dose activation, usual class: activators; also: potency is read from the fitted curve at half-maximal effect; % of control where 0% means no effect; nearly all actives have a fitted effect of over 65% in size
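Reporter line AREc32 (ARE-Fluc), seeded overnight in OPTI-MEM with 5% FBS; compound pin-transferred, 24 hr at 37 deg C, 5% CO2; luminescent read-out.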
CCT modulator: cytosolic chaperonin activity modulation; activity change, % (concentration not given with the values), hits read low; purified chaperonin ATPase assay, HTRF ADP detection, 30 min; 360,000 tested, 0.3% active; in the data active = activity change below about -30%; also: % is scaled to controls: 0 for no effect and ±100 for the full control effect
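ATPase activity: ADP formed was measured by HTRF Transcreener (665/615 nm ratio) after 30 min at 37 deg C with 10 uM ATP. Compounds screened at one 76 uM concentration against 40 or 20 nM TRiC in Tris pH 7.4/KCl/MgCl2/DTT buffer.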
A549 tox: kills or reduces viability of A549 cells in Nrf2 counter-screen; AID 504648; A549 ARE-Fluc cells, CellTiter-Fluor viability, 18-24 h; 390,000 tested, 0.16% active; Potency, µM (top dose mostly 46 µM), for the others: at the top dose activity change, negative = cytotoxicity, usual class: inhibitors; also: potency is read from the fitted curve at half-maximal effect; % is scaled to controls: 0 for no effect and ±100 for the full control effect
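Cytotoxicity counterscreen: CellTiter-Fluor fluorescence was measured in A549 ARE_Fluc cells after 18-24 h of compound exposure in a concentration series. The subsequent BugLite luminescent read reports ARE-luciferase activity.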
HepG2 tox: counter-screen for TGF-b inhibitors: cytotoxicity in HepG2 cells; HepG2 CAGA-GFP viability, ATP luminescence, 18 h; Potency, µM (series often up to 46.1 µM), inactives show at the highest dose activity change, negative = cytotoxicity, usual class: cytotoxic; 410,000 tested, 0.76% active; AID 588856; also: potency is read from the fitted curve at half-maximal effect; some results filed as inactive show a strong effect at the top dose
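CellTiter-Glo luminescence gave cytotoxicity after 18 hours at 37 degrees C. The cells were HepG2 CAGA-GFP in 1% FBS DMEM, stimulated with 500 pg/mL TGF-beta after compound addition. %Activity was normalised to no-cell wells (complete cell-killing) and DMSO (no toxicity), and curves were fitted and classified.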
The depositor's hits bear a star; i = inactive; ? = inconclusive; . = not tested or not shown; & = joins results of further samples; [ ] = dose if it differs, or a comment. Unless noted, calls follow the shape of the dose curve; as a rule, active = well fitted curve in the direction sought with a large enough effect; inconclusive = small, poorly fitted or top-dose-only effect, or another doubt; inactive = no such curve, though single readings can be large; an effect the other way counts as inactive or inconclusive.

SMILES	MmCpn inh	Nrf2 block	ATXN viability	TGFb SMAD3 inh	pAkt inh	Nrf2 activator	CCT modulator	A549 tox	HepG2 tox
Cn1cc(C(=O)c2ccc(Cl)cc2Cl)cc1C(=O)N/N=C(\N)COc1ccc(Cl)cc1	1%	13µM*	i	?	i	-0.6%	1.2	-20%	3%
O=C(O)c1cnccn1	0%[15.4 µM]	-11%	i	6%	i	-0.8%	-0.9	-1%	2%
Cc1c(O)ccoc1=O	.	1%	i	32%	i	-1.3%	0.0	-2%	19%
CCc1noc(C)c1C(=O)Nc1nc(-c2cc(C)ccc2C)c(C)s1	1%	?	i	-1%	i	-0.3%	-1.6	-12%	-14%
Cc1nc(SCC(=O)N(C)C2CCS(=O)(=O)C2)c2ccccc2n1 (centres undefined)	-6%	10%	i	-3%	i	?	-1.1	6%	-8%
Cc1ccc(-n2c(COCC(=O)O)nc3cccnc32)cc1	.	.	i	-32%	.	0.0%	.	3%	-3%
COc1ccccc1NOC(=O)CCOc1ccccc1	.	?	i	-6%	i	8.5%	-0.3	3%	3%
CN1C=CC=C/C1=C1\SC(=S)N(N)C1=O	-1%	0%	i	-4%	i	3.0%	-4.5	-12%	12%
O=C(Cn1cnc2c(OCc3ccccc3)ncnc21)NCCCN1CCCC1=O	-1%	8%	i	-10%	i	0.0%	-1.6	3%	-20%
Cc1onc(-c2ccccc2Cl)c1C(=O)Nc1ncn[nH]1	1%	9%	?	0%	i	0.0%	-2.0	-15%	-12%
CCOC(=O)c1ccc(NC(=O)CSc2ncccn2)cc1	?	6%	i	31%[activator]	i	2.1%	-0.1	0%	-26%
O=C(O)c1ccc(-c2cccc(Cl)c2)o1	.	-14%	i	0%	i	0.2%	-1.4	-9%	3%
CCOc1ccc(NC(=O)c2ccc3c(c2)CCN3S(=O)(=O)CC)cc1	.	?	i	-14%	.	-0.2%	.	-3%	-26%
Cc1nc2sc(C(=O)c3ccccc3)c(N)c2c2c1CCCC2	-1%	?	i	?	i	?	-2.5	-3%	5%
CCCCNC(=O)CCc1c(C)nc2nc(-c3cc(OC)cc(OC)c3)nn2c1C	-24%	?	i	-16%	?	2.3%	0.8	0%	5%
CC(C)N1CCc2c(sc(NC(=O)c3ccc(C(=O)c4ccccc4)cc3)c2C(N)=O)C1	-2%	?	?	?	i	12%	-5.0	-10%	-43%
Cc1ccc(C)c(S(=O)(=O)N2CCCCC2CCNC(=O)C(=O)NC2CC2)c1 (centres undefined)	3%	-15%	i	12%	i	0.4%	1.6	-1%	0%
CCOc1ccccc1C(=O)NC1CCN(Cc2nnnn2C2CCCC2)CC1	-2%	-35%	i	15%	i	0.3%	1.8	3%	-4%
O=C(Nc1ccc(N2CCN(C(=O)c3ccccc3)CC2)cc1)c1ccc2c(c1)OCO2	-2%	?	i	2%	i	-0.2%	1.2	-19%	3%
COc1ccc(C(=O)NNC(=O)C(C)NC(=O)c2ccccc2NC(=O)c2ccco2)cc1 (centres undefined)	0%	-12%	i	5%	i	2.2%	-4.8	0%	9%
Cc1cccc(NC(=O)C2CC(=O)N/C(=N/N=C/c3ccco3)S2)c1 (centres undefined)	3%	-17%	?	2%	i	?	-0.4	1%	0%
CC1=C(C(=O)N2CCOCC2)CC(CC(=O)NC2CCCC2)C(=O)N1Cc1ccccc1 (centres undefined)	.	.	i	11%	i	-0.3%	2.5	.	-1%
Cc1cc(C)c(NC(=O)C2CC(=O)N(C(C)C)C2)c(C)c1 (centres undefined)	0%	5%	i	-11%	i	-1.2%	-2.7	0%	-9%
Cn1ccc2c(-c3cccnc3)cc3c(c21)C1CCC3O1 (centres undefined)	.	.	i	-25%	i	-0.1%	0.5	.	0%
COC(=O)c1c(NC(=S)Nc2ccccc2Cl)sc(C)c1C	-6%	?	i	-18%	i	0.3%	3.2	-12%	-30%
CC(C)(C)S(=O)N1Cc2cc(=O)n(Cc3ccccc3)c(CCO)c2[C@@H]1CCO (some centres undefined)	.	0%	i	?	i	-1.1%	-2.9	-3%	-11%
CCCc1ccc(NC(C)C(=O)Nc2ccc(S(=O)(=O)N3CCOCC3)cc2)cc1 (centres undefined)	2%	?	?	-3%	i	0.3%	0.4	?	-10%
NC(=O)CSc1nc2ccccc2c(=O)n1Cc1ccco1	-1%	.	i	-2%	i	-0.6%	-0.4	2%	1%
CCC(C)N(C(=O)COC(=O)C1C(C(=O)OC)=C(C)NC(C)=C1C(=O)OC)C1CCS(=O)(=O)C1 (centres undefined)	-2%	9%	i	-3%	i	-0.7%	-1.7	3%	5%
Cc1cccc(C)c1OCc1cc(C(=O)NCC2COCCO2)no1 (centres undefined)	1%	?	i	10%	i	-0.1%	1.3	13%	4%
Cn1c(=S)c2[nH]c(SCC3CCCO3)nc2n(C)c1=O (centres undefined)	.	?	i	?	i	?	2.0	10%	11µM*
COc1ccc(CN2CCNC(=O)C2CC(=O)NCCc2nc(C)c3c(n2)CCC3)cc1C (centres undefined)	1%	-6%	i	5%	i	-0.1%	-0.6	-2%	2%
CC1=C(C(=O)OCC(C)C)C23C(=O)c4ccccc4C2(O1)OC(N)=C3C#N (centres undefined)	-1%	8%	i	-5%	i	-0.3%	0.4	-9%	-12%
COc1ccc(OCC(=O)NS(=O)(=O)c2ccc(Cl)cc2)cc1	-1%	-16%	i	8%	i	-0.9%	-13	0%	2%
COc1ccccc1CNc1ncnc2c1nnn2C	.	.	.	2%	.	0.5%	.	-1%	5%
COc1ccc(C(CNC(=O)CCNS(=O)(=O)c2ccc(C)cc2)N2CCOCC2)cc1 (centres undefined)	-4%	-8%	i	9%	i	0.2%	-1.9	-2%	5%
Cc1ccc(C(=O)NCc2ccccn2)cc1S(=O)(=O)N1CCOCC1	-3%	-3%	i	-1%	i	0.1%	0.0	-2%	9%
COc1ccc(NC(=O)C2CCCN2S(=O)(=O)c2cccc3nsnc23)c(OC)c1 (centres undefined)	4%	0%	i	1%	i	-0.7%	4.1	-5%	2%
CN1CCN(C(=S)NC(=O)/C=C/c2ccccc2)CC1	0%	.	i	?	i	-1.0%	2.1	3%	3%
O=C1/C(=C2\C(=O)N(Cc3ccc(F)cc3)c3ccccc32)SC(=S)N1CCS(=O)(=O)O	0%	.	i	-4%	i	0.1%	2.3	-30%	15%
CC(C)(C)NC(=O)Cn1c(-c2nonc2N)nc2ccccc21	2%	5%	i	?	i	0.0%	-0.2	0%	-2%
Cc1cccn2c(CN(C)C3CCOC3)c(C(=O)N3CCCCC3)nc12 (centres undefined)	-3%	-2%	i	1%	i	-0.3%	0.3	-1%	-1%
O=C(NCc1ccccc1Cl)c1ccc2sc([C@H]3C[C@H](O)[C@@H](CO)O3)nc2c1	.	.	i	0%	.	3.0%	0.0	.	-24%
CCN(CC)C(=O)CSc1nnc2nnc3cc(OC)ccc3n12	-2%	18µM*	i	?	i	4.2%	-0.2	?	-43%
Cc1cnc(CN(C)C(=O)c2ccc3oc(Cc4ccc(Cl)cc4)nc3c2)[nH]1	1%	-3%	i	-26%	i	-0.5%	-0.2	0%	5%
O=C(NCCCc1ccccc1)c1ccc2c(c1)sc1nc(-c3ccc(F)cc3)cn12	.	11%	.	-30%	.	6.8%	.	6%	-22%
CC(C)[C@H](NC(=O)c1ccccc1)C(=O)O	1%	4%	i	12%	i	-0.9%	1.2	1%	-7%
CCOC(=O)C1=C(CN2CCN(C(=O)c3ccco3)CC2)NC(=O)NC1c1ccccc1 (centres undefined)	2%	18%	i	-14%	.	2.4%	-0.9	1%	-6%
CCN1C(=O)c2ccccc2S(=O)c2ccc(C(=O)NCc3ccc(Cl)cc3)cc21 (centres undefined)	.	?	.	?	.	-2.7%	.	-2%	-38%
Cc1ccc(-c2nc(C(=O)NCc3ccccc3Cl)c3n2CCCCC3)cc1	.	20%	?	?	.	-0.3%	.	-8%	-8%
CCC(=O)c1ccc(OCC(=O)OCC(=O)c2c(N)n(C)c(=O)n(C)c2=O)cc1	-5%	-7%	i	-2%	i	-0.6%	-1.0	3%	-23%
COc1ccc(NC(=O)COc2coc(CN3CCc4ccccc4C3)cc2=O)cc1	-2%	-18%	i	-9%	i	-0.2%	-0.8	3%	-2%
CCC(C(=O)NCCc1ccccc1)c1ccccc1 (centres undefined)	2%	?	.	-12%	i	-0.5%	0.6	-1%	-11%
COc1cc(OC)c2ccc(=O)oc2c1C(CCN1CCCC(C)C1)c1ccc(N(C)C)cc1 (centres undefined)	0%	4%&8%	?	4%&-21%	i	3.3%	-1.3	?	-21%&1%
CCOC(=O)C1CCCN(C(=O)/C=C/c2ccc(OC)cc2)C1 (centres undefined)	-1%	29%	i	-10%	i	-1.0%	0.2	9%	-17%
C=CCn1c(SCC(=O)Nc2cccc3ccccc23)nnc1-c1cnccn1	2%	-31%	i	-5%	i	-0.7%	1.0	1%	-23%
Cc1ccc(F)cc1NC(=O)C1C2CCC(O2)C1C(=O)O (centres undefined)	0%	3%	i	10%	i	5.2%	-1.8	2%	-9%

Profiles, looked up by structure. Values in the order: MmCpn inh | Nrf2 block | ATXN viability | TGFb SMAD3 inh | pAkt inh | Nrf2 activator | CCT modulator | A549 tox | HepG2 tox
Profile of CCOc1ccccc1C(=O)NC1CCN(Cc2nnnn2C2CCCC2)CC1 → -2% | -35% | i | 15% | i | 0.3% | 1.8 | 3% | -4%
Profile of COc1ccccc1CNc1ncnc2c1nnn2C → . | . | . | 2% | . | 0.5% | . | -1% | 5%

Screens as filed in PubChem.

This is a random part of the collection; any-hit rate near 4.4%.
